FLuc inh – Firefly luciferase inhibition profiling of diverse chemical library using quantitative high-throughput screening. purified P. pyralis luciferase, luminescence, biochemical. Potency, µM (series often up to 115 µM), without a hit: top-dose activity change, negative = inhibition, hits mostly inhibitors. 76,000 compounds, 2.5% hits. AID 1347043, 2019; note: potency is the fitted concentration of half-maximal effect; nearly all actives have a fitted effect of over 65% in size
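Purified 10nM P. pyralis luciferase with 10uM D-luciferin and 10uM ATP in 50mM Tris acetate pH 7.5, 10mM Mg acetate, 0.01% Tween-20, 0.05% BSA. qHTS titration; luminescence read by CCD imager.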
HEK293 tox – Cytotoxic Profiling in HEK 293 Cell Line of Diverse Libraries Using Quantitative High-Throughput Screening. AID 1345083, 2018. Potency, µM (titrated, usually from 115 µM), for the others: at the top dose activity change, negative = cytotoxicity, most hits filed as inhibitors. 94,000 compounds, 6.6% hits. HEK 293 viability, ATP luminescence (CellTiter-Glo), 48-72 h; note: potency is the fitted concentration of half-maximal effect; nearly all actives have a fitted effect of over 60% in size
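HEK 293 cells seeded at 250 cells/well were exposed to compound for 48 or 72 hr at 37 degree Celsius. Viability taken as ATP content by CellTiter-Glo luminescence.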
IP6K1 inh – Primary qHTS assay for small molecule inhibitors of Inositol hexaphosphate kinase 1 (IP6K1); Inositol hexakisphosphate kinase 1 (Homo sapiens), Q92551; IP6K1 kinase, ADP-Glo luminescence, 2 h; hits give low values; activity change, % (series mostly up to about 58 µM); 140,000 compounds, 0.81% hits; AID 1645851, 2021; in the data active = activity change below about -25%
Target sequence (Q92551 whole entry, looked up): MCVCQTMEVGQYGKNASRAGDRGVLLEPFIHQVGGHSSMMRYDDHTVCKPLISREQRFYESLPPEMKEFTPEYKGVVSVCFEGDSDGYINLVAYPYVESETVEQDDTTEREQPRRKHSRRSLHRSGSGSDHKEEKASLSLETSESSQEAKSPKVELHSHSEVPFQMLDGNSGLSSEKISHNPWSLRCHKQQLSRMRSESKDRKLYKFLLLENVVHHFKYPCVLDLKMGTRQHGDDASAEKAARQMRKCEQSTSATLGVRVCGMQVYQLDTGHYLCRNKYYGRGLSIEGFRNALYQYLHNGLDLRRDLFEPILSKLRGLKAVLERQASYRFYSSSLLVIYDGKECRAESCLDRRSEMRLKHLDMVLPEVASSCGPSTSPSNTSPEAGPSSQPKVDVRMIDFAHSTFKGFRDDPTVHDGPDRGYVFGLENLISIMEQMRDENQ
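ADP-Glo luminescence measures ADP made by human IP6K1 during a 2 h RT reaction with ATP/IP6 (mix at 1.3 mM/130 uM); top library doses 57.5 and 19.1 uM final.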
HEK293 viab – GF-AFC viability counterscreen for inhibitors of alpha-synuclein gene (SNCA) expression; HEK-293-SNCA-luc viability, GF-AFC fluorescence, 24 h; Potency, µM (top dose mostly 57.1 µM), for the others: at the top dose activity change, negative = cytotoxicity, actives largely listed as cytotoxic; 150,000 compounds, 0.12% hits; AID 1671193, 2021;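 note: potency is the fitted concentration of half-maximal effect; 0% = DMSO-treated cells and -100% = medium-only wells without cells; nearly all actives have a fitted effect of over 30% in size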
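HEK-293-SNCA-luc cells (1500/well) plated 24 h, then exposed 24 h to a dilution series; GF-AFC added 30 min at 37C, fluorescence 405/540 nm; normalised to medium-only and DMSO wells, Hill fit.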
SNCA expr inhib – Primary qHTS assay for inhibitors of alpha-synuclein gene (SNCA) expression; HEK-293 SNCA-luciferase knock-in, luminescence, 24 h; Potency, µM (highest dose often 57.2 µM), for inactives: at the top dose activity change, negative = inhibition, usual class: inhibitors; 140,000 compounds, 0.17% hits; AID 1671194, 2021;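 note: potency is the fitted concentration of half-maximal effect; plate controls were DMSO cells for no effect and cell-free wells for full effect; nearly all actives have a fitted effect of over 45% in size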
3T3 cytotox – Cytotoxic Profiling in NIH 3T3 Cell Line of Diverse Libraries Using Quantitative High-Throughput Screening. NIH 3T3 viability, CellTiter-Glo ATP luminescence, 48-72 h. Potency, µM (top dose mostly 96.7 µM), without a hit: at the highest dose activity change, negative = cytotoxicity, most hits filed as inhibitors. 94,000 compounds, 4.3% hits. AID 1345082, 2018; note: potency is the fitted concentration of half-maximal effect; nearly all actives have a fitted effect of over 55% in size
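Viability of NIH 3T3 cells after 48 or 72 hr compound treatment at 37 °C was assessed by CellTiter-Glo, with luminescence imaged following a 10 min room-temperature step.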
GPT2 inh – Primary qHTS assay for inhibitors of Glutamate pyruvate transaminase 2 (GPT2) | Alanine aminotransferase 2 (Homo sapiens), Q8TD30 | Recombinant GPT2, coupled pyruvate oxidase/HRP Amplex Red fluorescence | Potency, µM (series often up to 57.7 µM), without a hit: at the top dose activity change, negative = inhibition, hits mostly inhibitors | 100,000 compounds, 0.25% hits | AID 1671188, 2021; note: potency is the fitted concentration of half-maximal effect; nearly all actives have a fitted effect of over 60% in size; many of its hits are not listed in these tables
Target sequence (Q8TD30 whole entry, looked up): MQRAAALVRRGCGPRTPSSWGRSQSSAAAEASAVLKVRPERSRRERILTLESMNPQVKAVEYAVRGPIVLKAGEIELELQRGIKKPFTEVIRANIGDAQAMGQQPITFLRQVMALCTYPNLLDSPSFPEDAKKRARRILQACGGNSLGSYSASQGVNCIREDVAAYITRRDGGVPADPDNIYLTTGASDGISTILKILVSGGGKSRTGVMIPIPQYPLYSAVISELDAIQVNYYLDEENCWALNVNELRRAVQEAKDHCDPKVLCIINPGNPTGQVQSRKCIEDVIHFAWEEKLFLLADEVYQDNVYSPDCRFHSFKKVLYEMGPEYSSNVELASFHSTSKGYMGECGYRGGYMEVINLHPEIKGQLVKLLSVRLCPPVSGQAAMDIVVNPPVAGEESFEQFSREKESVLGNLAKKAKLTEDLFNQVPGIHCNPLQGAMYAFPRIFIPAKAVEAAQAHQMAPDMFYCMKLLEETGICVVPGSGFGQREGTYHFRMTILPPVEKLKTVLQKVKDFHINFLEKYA
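Fluorescence of coupled pyruvate oxidase/HRP/Amplex Red system (50uM Amplex, 30 min, dark) reports pyruvate formed by GPT2. Enzyme reaction: 10ng/uL GPT2, 2mM L-alanine, 250uM a-KG, 30 min room temperature, pH 7.5; 50uM AOA control.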
* hit, by the source's call; i = inactive; ? = inconclusive; nt = not tested or not shown; [ ] = another dose, or the depositor's remark. Unless noted, calls come from the whole dose curve; as a rule, active = well fitted curve in the direction sought with a large enough effect; inconclusive = small, poorly fitted or top-dose-only effect, or another doubt; inactive = no such curve, though single readings can be large; an effect the other way counts as inactive or inconclusive. Unless noted, % is set by controls: 0 for no effect and ±100 for the full control effect. The list is partial (hit frequency here may not be typical).

compound,3T3 cytotox,SNCA expr inhib,HEK293 tox,IP6K1 inh,FLuc inh,HEK293 viab,GPT2 inh
CC(=O)N1CC[C@H](c2nc3cc(F)ccc3o2)C1,1%[230 µM],26%[87.6 µM],-16%[230 µM],12,0%[230 µM],2%[87.6 µM],-3%[88.5 µM]
C[C@H]1[C@@H]2[C@@H](O)C([C@H](C)C(=O)NCc3ccco3)CC[C@@]2(C)CC[C@@H]1NC(=O)c1cncnc1 (some centres undefined),-23%,15%,-2%,11,-6%,-4%,?
CCc1nc2c(c(NCCn3nc(C)c(CC)c3C)n1)CCNCC2,-4%,-23%,-24%,16,2%,-7%,i
O=C(CNC(=O)c1ccc(-c2cnc3ccccc3c2)cc1)NCc1cccc(C(F)(F)F)c1,?,nt,?,21,nt,nt,nt
CCOc1ccc(-c2nc(C3CC(=O)N(c4ccc(F)c(Cl)c4)C3)no2)cc1OCC (centres undefined),?,-16%,?,-9,8%,-5%,i
CCOc1ccccc1CN1CCCCCCNC(=O)CC1c1ccccc1 (centres undefined),25µM*,20%,32µM*,6,2%,-2%,i
Cc1nnc2n1CCC(N(C)C(=O)c1ccc3[nH]ccc3c1)CC2 (centres undefined),1%,6%,-18%,-9,-8%,-10%,i
O=C(c1cc(F)cc(F)c1)N1CC(c2nnc(-c3ccncc3)o2)C2(CCOCC2)C1 (centres undefined),-10%,?,-8%,14,-13%,-1%,?
CCc1ccccc1NC(=O)N1CCC(N(CCC(C)C)C2CCOCC2)CC1,-11%,8%,10%,-3,6%,-3%,i
COc1ccccc1OCCNC(=O)CC1CCOCC1,-3%,17%,-17%,20,1%,3%[12.5 µM],4%

Some values from above:
`CCOc1ccc(-c2nc(C3CC(=O)N(c4ccc(F)c(Cl)c4)C3)no2)cc1OCC` (centres undefined) in HEK293 viab: -5%
`CCOc1ccccc1CN1CCCCCCNC(=O)CC1c1ccccc1` (centres undefined) in FLuc inh: 2%
`COc1ccccc1OCCNC(=O)CC1CCOCC1` in IP6K1 inh: 20
`O=C(c1cc(F)cc(F)c1)N1CC(c2nnc(-c3ccncc3)o2)C2(CCOCC2)C1` (centres undefined) in FLuc inh: -13%

(cont.)
compound,3T3 cytotox,SNCA expr inhib,HEK293 tox,IP6K1 inh,FLuc inh,HEK293 viab,GPT2 inh
CCCOc1ccc(NC(=O)CC2C(=O)N(c3ccc(C)cc3)C(=O)N2C2CCCC2)cc1 (centres undefined),nt,63%[activator],nt,14,nt,-18%,nt
O=C(NC1CCCCCC1)C1CCCN(c2ccnc3ccnn23)C1 (centres undefined),?,30%[87.6 µM],79µM*,17,nt,-21%[87.6 µM],i
CCc1ccccc1-n1nnc(-c2nc(-c3ccccc3F)no2)c1C,nt,-23%,nt,-2,nt,16%,nt
COc1ccc(CCCN2C(=O)O[C@@H]3CN(c4nc(C)cc(C)n4)C[C@@H]32)cc1,?,2%,?,8,12%,2%,i
Cc1ccc(C(=O)N2CCCC3(CN[S+](=O)([O-])c4cnccc4N3)C2)cc1 (centres undefined),i,nt,i,13,nt,nt,nt
O=C(N1CCC(N2CC(OCC3CC3)C23CCOCC3)CC1)C1(c2ccccc2)CC1 (centres undefined),i,-4%,-2%,4,2%,-17%,-3%
O=C(N[C@@H]1CN(C2CCCCC2)C[C@H]1CO)c1cccnc1,-1%,-3%,-1%,5,5%,0%,i
Cc1ccc2c(C)c(C(=O)N3CCOCC(CO)C3)oc2c1 (centres undefined),-4%,-2%,i,6,4%,8%,-8%[11.5 µM]
Cc1ccc2c(-c3ccc(NC4CC4)nn3)cccc2n1,-14%,12%,-26%,-2,-24%,-3%,i
Cc1cn2nc(C(=O)Nc3ccccc3)cc2c(N(C)Cc2ccccc2)n1,?,60%[activator],?,-13,-7%,5%,i
CN1CCN(CCNC(=O)c2cc(-c3ccccc3)cn2C)CC1,-4%,13%,-7%,-7,-10%,-4%,i
COc1cccc(NC(=O)Cn2c(N3CCCCC3)nc(C)c(C)c2=O)c1,?,-11%,?,24,-5%,-17%,i
CS(=O)(=O)N1CCC(OC2CCN(C(=O)Nc3ccc4c(c3)OCCO4)CC2)CC1,-6%,81%[activator],-3%,-1,35µM*,-6%,-1%
COc1ccccc1CN1CCNC(=O)C1=O,nt,-5%,nt,-9,nt,-1%,nt
CCNC(=O)c1noc(-c2ccc[nH]c2=O)n1,i,-8%,11%,9,-11%,10%,?
CCOc1ccccc1NC(=O)N1C[C@H](Oc2cccnc2)C[C@@H]1C(=O)N1CCOCC1,1%,-3%,i,10,2%,-9%,4%
COc1cccc(C(=O)N2[C@@H]3CC[C@H]2CC(NC(=O)c2cnc(C)cn2)C3)c1 (some centres undefined),-3%,18%,i,15,-2%,9%,i
CCn1cc(C(=O)N2CCC3(CC2)CN(Cc2ccccc2)CC3CO)cn1 (centres undefined),-18%,-15%,?,4,-9%,15%,-25%
CCc1ccccc1NC(=O)C(=O)NCC(c1cccnc1)N1CCc2ccccc21 (centres undefined),nt,-28%,nt,5,nt,-21%,nt
CCn1cc(C(=O)N2CCC(Cn3c(C)cnc3-c3cccnc3)CC2)cn1,-15%,-16%,0%,34,nt,12%,3%

The list goes on, starting with the last 2 of the part before.
compound,3T3 cytotox,SNCA expr inhib,HEK293 tox,IP6K1 inh,FLuc inh,HEK293 viab,GPT2 inh
CCc1ccccc1NC(=O)C(=O)NCC(c1cccnc1)N1CCc2ccccc21 (centres undefined),nt,-28%,nt,5,nt,-21%,nt
CCn1cc(C(=O)N2CCC(Cn3c(C)cnc3-c3cccnc3)CC2)cn1,-15%,-16%,0%,34,nt,12%,3%
CCc1nc2c(c(-c3ccc(OC)cc3)n1)CCN([S+](=O)([O-])c1c(C)noc1C)CC2,?,-5%,i,-7,nt,4%,3%
Cc1ccc(N2CC(NC(=O)Cc3ccc(F)cc3)CC2=O)cc1 (centres undefined),nt,-14%,nt,0,nt,4%,nt
COCC(=O)N1CCN(Cc2ccccc2-c2ccc(C)c(Cl)c2)CC1,?,-3%,?,-8,nt,3%[12.5 µM],2%
COCCn1ccnc1C1CCCN(c2ncnc3c2CCC3)C1 (centres undefined),-8%,-19%,i,-11,-6%,4%,i
O=C(Nc1nccs1)C1c2ccccc2C(=O)N(C2CCCC2)C12CCCC2 (centres undefined),-9%,-26%,?,23,1%,-29%,-1%
O=C(NCCN[S+](=O)([O-])c1cccc(C(F)(F)F)c1)c1cccc(-c2ccsc2)c1,40µM*,-16%,?,-4,nt,-26%,-2%
COCCNC(=O)C[C@@H]1C[C@H]2O[C@H](CNC(=O)Nc3ccc(OC)cc3)[C@@H](O)[C@H]2O1,3%[174 µM],19%[87.6 µM],-2%[172 µM],5,0%[172 µM],6%[87.6 µM],-10%[88.5 µM]
CC1(C)O[C@@H]2C[C@H]3[C@@H]4CCC5=CC(=O)C=C[C@]5(C)[C@@]4(F)[C@@H](O)C[C@]3(C)[C@]2(C(=O)CO)O1,nt,-7%[25.6 µM],nt,7,nt,55%[23.9 µM],2%
O=C(NC1CCCCCC1)c1ccc2oc(-c3cccnc3)nc2c1,-14%[138 µM],-5%[87.6 µM],i,-14,nt,-7%[87.6 µM],-3%[88.5 µM]
COc1ccc(CCN(CC2CCN(C)CC2)C(=O)C2CC23CCC3)cc1 (centres undefined),i,63%[activator],6%,4,0%,2%,i
COc1ccc(CN2CCOCCNC(=O)CC2)cc1Cc1c(C)noc1C,?,-16%,-26%,6,-4%,-5%,i
COc1cccc(CN2C[C@@H](CO)[C@H](C(=O)N(C)C)C2)c1,-18%,-5%,-13%,4,7%,1%,i
Cc1ccc(NC(=O)N2CC[C@@H]3C(=O)NCCCCCCN(Cc4ccncc4)[C@@H]3C2)cc1C,?,-3%,?,3,-19%,-1%,i
CCC(C)/C=C(C)/C=C/C1=CC2=C(Cl)C(=O)C(C)(OC(C)=O)C(=O)C2=CN1C(CCCN=C(N)N)C(=O)O (centres undefined),nt,nt,nt,18,nt,?,-2%[27.3 µM]
O=C(NC[C@H]1O[C@@H](CC(=O)N2CCN(c3ccccc3)CC2)[C@H](O)[C@@H]1O)c1ccc(F)c(Cl)c1,-1%,5%,-3%,-15,-3%,3%,i
COc1ccccc1-c1noc(-c2nc(-c3ccncc3)no2)n1,5%,218%[activator],-2%,-1,-14%,5%,i
O=C(Nc1ccccc1)N1CCCN(c2ccc3nnc(C4CC4)n3n2)CC1,-6%,nt,-3%,14,nt,nt,nt
COCCN1C(=O)N(CCc2ccccc2)C(=O)C12CCN(C/C=C/c1ccccc1)CC2,?,-21%,?,1,9%,-2%,1%
CCc1noc(C)c1C(=O)N1CCC(c2[nH]ncc2-c2ccccc2C)CC1,-20%,-14%,?,0,6%,-10%,3%
COc1cccc(N2CCN(S(=O)(=O)c3ccc(-n4cnnn4)cc3)CC2)c1,nt,10%,nt,-5,nt,8%,nt
O=C(NCc1ccccc1Cl)c1ccc2oc(-c3ccnc(Cl)c3)nc2c1,-20%[138 µM],5%[87.6 µM],-6%[172 µM],11,nt,0%[12.5 µM],-1%[88.5 µM]
CCc1noc(-c2cn(C3CCN(C(=O)c4ccc(OC(F)(F)F)cc4)CC3)nn2)n1,?,-19%,?,15,-7%,-12%,-21%
CC(C)(C)c1ncc(C(=O)N2CCc3[nH]cnc3C2c2ccccn2)c(=O)[nH]1 (centres undefined),-24%,5%,-13%,-17,-11%,7%,-35%
CC[C@H]1CN(S(=O)(=O)c2c(C)noc2C)CC[C@H]1CC(=O)NCc1ccc(F)cc1,-10%,4%,?,21,4%,-5%,?
Cc1nc2nc(SCC(=O)N(C)Cc3ccccc3)nn2c(C)c1Cc1ccccc1Cl,nt,-29%,nt,-10,nt,-8%,nt
O=C1CCCCC(Cc2ccccc2)(C(=O)Nc2ccc(F)cc2)N1 (centres undefined),1%,32%[activator],2%,2,-2%,1%,i
CN1C(=O)c2cccn2CC1CNS(=O)(=O)Cc1ccccc1 (centres undefined),-11%,-10%,-9%,-6,-4%,4%,-4%
CC(C)(C)C1CCc2c(sc(NC(=O)c3cc(-c4ccc(F)cc4)on3)c2C#N)C1 (centres undefined),nt,-20%,nt,-1,nt,13%,nt
